IMPase inh: IMPase inhibition in cells | P97697 | CHO-M1 cells, IP1 accumulation, HTRF TR-FRET ratio | inhibition (IP1 accumulation), % at 46.1 µM | 120,000 tested, under 10 active; active = well fitted curve in the direction sought with a large enough effect in the signal ratio, not every such curve was filed as active; inconclusive = small, poorly fitted or top-dose-only effect, or a change in a side signal; inactive = no such curve, though single readings can be large or run the other way; the % refers to the signal ratio;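 note: cells stimulated with carbachol in lithium chloride buffer; plate controls were DMSO basal wells for no effect and reference inhibitor wells for full effect; higher means more IMPase inhibition seen as more IP1 and lower FRET ratio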
Target sequence (P97697 whole entry, looked up): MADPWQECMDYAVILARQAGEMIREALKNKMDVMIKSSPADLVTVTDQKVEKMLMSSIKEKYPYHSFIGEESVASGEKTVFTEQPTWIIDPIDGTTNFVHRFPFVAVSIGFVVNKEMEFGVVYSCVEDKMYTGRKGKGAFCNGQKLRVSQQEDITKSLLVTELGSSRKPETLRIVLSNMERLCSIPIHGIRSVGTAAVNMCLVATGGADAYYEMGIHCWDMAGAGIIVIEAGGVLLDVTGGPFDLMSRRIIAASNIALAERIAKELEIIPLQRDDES
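CHO-M1 cells (CHO stably expressing M1 receptor), compound up to 46 uM final, stimulated with carbachol (50 uM as added) in buffer with 50mM LiCl, pH 7.4, 30 min at 37C. Cytosolic IP1 read by TR-FRET; AC50 from Hill fits.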
ALOX15B inhib: blocks human 15-lipoxygenase 2 activity | 110,000 tested, 0.56% active | Potency, µM (highest dose often 57.1 µM), inactives show at the highest dose activity change, negative = inhibition, most hits filed as inhibitors | purified 15hLO-2, xylenol orange hydroperoxide absorbance; note: potency is the fitted concentration of half-maximal effect; nearly all actives have a fitted effect of over 60% in size; many of its hits are not listed in these tables
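Screening format was qHTS against 50 nM purified 15hLO-2 in Hepes pH 7.5 with detergent. Activity follows hydroperoxide formation from 45 uM arachidonic acid, measured as 573:405 nm absorbance ratio of the ferric-xylenol orange complex.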
ALOX12 inhib: inhibitors of human 12-lipoxygenase (ALOX12). 150,000 tested, 0.12% active. purified 12-hLO, xylenol orange hydroperoxide absorbance. Potency, µM (series often up to 57.1 µM), for the others: top-dose activity change, negative = inhibition, most hits filed as inhibitors. P18054; note: potency is the fitted concentration of half-maximal effect; nearly all actives have a fitted effect of over 55% in size; many of its hits are not listed in these tables
Target sequence (P18054 whole entry, looked up): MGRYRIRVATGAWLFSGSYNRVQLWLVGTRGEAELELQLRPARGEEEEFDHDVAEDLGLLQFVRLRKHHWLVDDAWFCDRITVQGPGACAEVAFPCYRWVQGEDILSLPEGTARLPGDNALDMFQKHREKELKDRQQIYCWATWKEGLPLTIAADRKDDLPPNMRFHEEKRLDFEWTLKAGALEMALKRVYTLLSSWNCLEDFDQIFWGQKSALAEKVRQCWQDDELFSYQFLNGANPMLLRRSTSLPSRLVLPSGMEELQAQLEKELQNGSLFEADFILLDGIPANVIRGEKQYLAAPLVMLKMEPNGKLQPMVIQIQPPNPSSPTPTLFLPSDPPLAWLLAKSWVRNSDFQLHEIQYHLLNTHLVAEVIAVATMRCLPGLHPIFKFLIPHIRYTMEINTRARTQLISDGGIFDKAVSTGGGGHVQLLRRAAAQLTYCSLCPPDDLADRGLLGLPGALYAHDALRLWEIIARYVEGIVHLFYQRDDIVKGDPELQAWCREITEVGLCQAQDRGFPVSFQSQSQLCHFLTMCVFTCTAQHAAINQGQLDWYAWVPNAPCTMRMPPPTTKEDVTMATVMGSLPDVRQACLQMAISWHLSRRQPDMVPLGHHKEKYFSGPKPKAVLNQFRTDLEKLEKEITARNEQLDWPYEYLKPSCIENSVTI
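Xylenol orange chromogenic assay: hydroperoxide from 12hLO oxidises Fe(II), giving red-shifted Fe(III)-XO absorbance. Conditions: 150 nM enzyme, 40 uM arachidonic acid, 25 mM Hepes pH 7.0, 0.01% Triton X-100, 30 min, room temperature.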
PNC assembly inh: blocks assembly of the perinucleolar compartment; 140,000 tested, 3.1% active; AID 2417; activity change (PNC), negative = inhibition, % at 10 µM; PC3M PTB-GFP, PNC prevalence imaging, 16 h; active compounds read low;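 active = readout at or below -70, meaning at least 70% loss of cells showing the perinucleolar compartment, a nuclear body marking cancer cells; inconclusive = readout between -30 and a set limit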;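 note: plate controls were DMSO wells for no effect and camptothecin positive control wells for full effect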
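Read-out is percentage of cells bearing a perinucleolar compartment, from automated 20x imaging of fixed, Hoechst-stained PC3M PTB-GFP cells. Cells were seeded 4 h, then exposed 16 h to compound (23 nl of library stock) in duplicate plates.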
The depositor's hits bear a star; ? = inconclusive; · = no result given; [ ] = another dose, or the depositor's remark. Unless noted, calls come from the whole dose curve; as a rule, active = well fitted curve in the direction sought with a large enough effect; inconclusive = small, poorly fitted or top-dose-only effect, or another doubt; inactive = no such curve, though single readings can be large; an effect the other way counts as inactive or inconclusive. Unless noted, % is set by controls: 0 for no effect and ±100 for the full control effect.

SMILES	IMPase inh	ALOX15B inhib	ALOX12 inhib	PNC assembly inh
O=C(Cc1cccs1)Nc1ccc(N2CCOCC2)cc1	-4	-15%	2%	15
COc1ccc(CN(C(=O)c2cnccn2)C(C(=O)NC(C)(C)C)c2cc(OC)c(OC)c(OC)c2)cc1 (stereo unspecified)	·	·	-6%	-95*
O=C(CN1CCN(c2nc(-c3ccc(F)cc3)cs2)CC1)Nc1ccc2c(c1)OCO2	-2	4%	-7%	17
Cc1ccc(C)c(S(=O)(=O)NC(CCC(N)=O)C(=O)O)c1 (stereo unspecified)	11	-3%	-2%	?
Cn1c(N)c(C(=O)COC(=O)[C@H](Cc2ccccc2)N2C(=O)c3ccccc3C2=O)c(=O)n(C)c1=O	-1	·	0%	?
Cc1onc(-c2ccccc2Cl)c1C(=O)Nc1nnc(C(C)C)s1	18	-8%	0%	?
Cc1cnc(C(=O)OCC(=O)Nc2oc(-c3ccccc3)c(-c3ccccc3)c2C#N)cn1	-12	-25%	0%	-21
O=[N+]([O-])c1ccccc1S(=O)(=O)NCCC1=CCCCC1	-1	7%	-2%	123
COc1ccc(NC(=O)Nc2ccc3c(c2)N(C)C(=O)CS3)cc1OC	-4	·	6%	88
CN1/C(=C\C(=O)COC(=O)CNC(=O)c2ccc3ccccc3c2)C(C)(C)c2ccccc21	·	·	-2%	?
O=C(Oc1cccc(NC(=O)c2ccccc2Cl)c1)c1ccc([N+](=O)[O-])cc1	3	-8%	1%	52
CSc1ccccc1NC(=O)c1ccc(Cl)s1	3	2%	-4%	8
O=c1c2cnn(-c3ccccc3)c2nc(-c2cccs2)n1-c1ccc(Br)cc1	0	4%	8%	-23
N=c1c(C(=O)NC2CCCC2)cc2c(=O)n3ccccc3nc2n1CCN1CCOCC1	-1	-9%	-3%	?
CC(C)NC(=S)N/N=C1\CCCCc2ccccc21	2	·	?	?
COc1ccc(CNC(=O)COC(=O)CCOc2ccccc2)cc1	·	·	-3%	2
CSc1nc2ccc(S(N)(=O)=O)cc2s1	·	·	0%	-17
Cc1ccc(NC(=O)CSc2nnc(-c3ccccn3)n2C)cc1	-8	-4%	-2%	?
O=C(CCNS(=O)(=O)c1ccc(Cl)cc1)NCc1ccccn1	3	17%	-1%	?
CCOc1ccc(-n2c(SCc3nc(-c4cccs4)no3)nnc2-c2ccncc2)cc1	13	2%	-3%	10
O=C(NCC(c1cccnc1)N1CCN(c2ccc(F)cc2)CC1)c1ccccc1 (stereo unspecified)	6	-1%	1%	58
Cc1cc(C)cc(N(CCC(=O)O)S(=O)(=O)c2ccc(Cl)cc2)c1	-1	·	-3%	?
CN(C)Cc1ccccc1-c1ccc2ncnc(NCc3cccs3)c2c1	·	56%[activator]	-2%	·
Cc1ccc2[nH]c(=O)c(CN(CCCN(C)C)C(=O)Nc3cccc(Cl)c3)cc2c1	-1	52%[activator]	1%	0
O=C(Nc1ccc(S(=O)(=O)N2CCOCC2)cc1)c1ccc(CN2CCc3ccccc3C2)cc1	8	50%[activator]	0%	14
O=C(Nc1ccc(F)cc1)N1CCN(c2ccc3nnc(-c4ccc(F)cc4)n3n2)CC1	15	30%[activator]	-5%	27
COC(=O)c1cc(COC(=O)c2ccc3ccccc3n2)oc1C	-11	1%	5%	?
COc1cc(/C=N/NC(=S)NCCN2CCOCC2)cc(OC)c1O	·	·	-20%	17
Cc1ccc(OCCCN2C(=O)C(=O)c3cccc(C)c32)cc1	6	?	-26%	64
CC(=O)c1ccccc1OCCn1nnc(-c2ccc(C)cc2)n1	1	·	1%	223
Cc1csc2nc(CNS(=O)(=O)c3ccc4c(c3)OCCO4)cn12	4	-1%	0%	-4
COc1ccc(C[C@@](C)(N)C(=O)O)cc1OC	-1[20.6 µM]	0%[25.6 µM]	-3%[25.6 µM]	·
O=S(=O)(N1CCCCCC1)N1CCN(S(=O)(=O)N2CCOCC2)CC1	20	-1%	-1%	-15
CC(C)Sc1nc2c(c(=O)[nH]c(=O)n2C)n1Cc1ccc(Cl)cc1	2	-19%	-1%	-8
c1ccc(OCCOCCN2CCc3ccccc3C2)cc1	·	·	3%	39
COc1ccc(C(=O)CSc2nn3c(=O)c(C(C)(C)C)nnc3s2)cc1	0	-5%	-2%	?
O=C(CN1CCN(Cc2ccccc2)CC1)Nc1cccc(C(F)(F)F)c1	-2	18%	1%	31
CCCCOc1ccc(C(=O)N/C(=C\c2cccc([N+](=O)[O-])c2)C(=O)OCCC)cc1	7	-5%	1%	-16
N#Cc1ccc(-c2csc(NC(=O)/C=C/c3cccs3)n2)cc1	·	·	-1%	24
O=C(COC(=O)c1ccc(Cl)nc1)Nc1ccc(S(=O)(=O)N2CCCC2)cc1	14	·	3%	23
CCOC(=O)c1c(C)c(C(=O)NCc2ccc3c(c2)OCO3)c(C)n1CC	·	·	0%	41
O=C(CC1CCCCC1)NC1CCCC1	8	6%	1%	36
O=c1nc2s/c(=C\c3ccco3)c(=O)n2nc1Cc1ccc(F)cc1	?	-22%	?	9
CCCCOc1ccccc1C(=O)NCCCC(=O)O	-4	-4%	8%	35
Cc1ccccc1N(Cc1ccccc1F)S(C)(=O)=O	16	-3%	5%	-2
CCOC(=O)c1cccc(NC(=O)C2(S(=O)(=O)c3ccc(Cl)cc3)CC2)c1	·	·	-11%	20
CC[N+]1=CN(c2ccccc2)C(C)=CC1(C)C	·	·	-2%	31
Cn1nc(C(F)(F)F)c2cc(C(=O)Nc3ccc(F)cc3F)sc21	-8	9%	-1%	-10

13 consecutive records already listed:
SMILES	IMPase inh	ALOX15B inhib	ALOX12 inhib	PNC assembly inh
COc1ccc(C(=O)CSc2nn3c(=O)c(C(C)(C)C)nnc3s2)cc1	0	-5%	-2%	?
O=C(CN1CCN(Cc2ccccc2)CC1)Nc1cccc(C(F)(F)F)c1	-2	18%	1%	31
CCCCOc1ccc(C(=O)N/C(=C\c2cccc([N+](=O)[O-])c2)C(=O)OCCC)cc1	7	-5%	1%	-16
N#Cc1ccc(-c2csc(NC(=O)/C=C/c3cccs3)n2)cc1	·	·	-1%	24
O=C(COC(=O)c1ccc(Cl)nc1)Nc1ccc(S(=O)(=O)N2CCCC2)cc1	14	·	3%	23
CCOC(=O)c1c(C)c(C(=O)NCc2ccc3c(c2)OCO3)c(C)n1CC	·	·	0%	41
O=C(CC1CCCCC1)NC1CCCC1	8	6%	1%	36
O=c1nc2s/c(=C\c3ccco3)c(=O)n2nc1Cc1ccc(F)cc1	?	-22%	?	9
CCCCOc1ccccc1C(=O)NCCCC(=O)O	-4	-4%	8%	35
Cc1ccccc1N(Cc1ccccc1F)S(C)(=O)=O	16	-3%	5%	-2
CCOC(=O)c1cccc(NC(=O)C2(S(=O)(=O)c3ccc(Cl)cc3)CC2)c1	·	·	-11%	20
CC[N+]1=CN(c2ccccc2)C(C)=CC1(C)C	·	·	-2%	31
Cn1nc(C(F)(F)F)c2cc(C(=O)Nc3ccc(F)cc3F)sc21	-8	9%	-1%	-10

Following part:
SMILES	IMPase inh	ALOX15B inhib	ALOX12 inhib	PNC assembly inh
O=S(=O)(c1ccc(Br)cc1)n1c(Cc2ccccc2)nc2ccccc21	-10	·	-1%	18
Cc1csc2nc(CCNS(=O)(=O)c3cccs3)cn12	-2	-1%	-3%	10
COc1ccc(S(=O)(=O)N2CCC(C(=O)NC3CC3)CC2)cc1Cl	0	1%	-6%	-24
Cc1cc(NC(=O)c2cnn3c(C(F)(F)F)cc(-c4ccc(Br)cc4)nc23)no1	-9	-6%	-1%	24
Nn1c(SCC(=O)Nc2ccccc2F)nc2ccccc2c1=O	-5	-7%	-2%	?
CC(=O)NC(CCS(C)(=O)=O)C(=O)Nc1ccccc1Cl (stereo unspecified)	5	20%	3%	14
Cc1cc([N+](=O)[O-])nn1Cc1c(F)c(F)c(F)c(F)c1F	7	3%	2%	34
Cc1ccccc1C(=O)N[C@H](C(=O)OCC(=O)c1ccc[nH]1)C(C)C	-2	·	-3%	4
O=C(O)C1CC=CCC1C(=O)NCCc1csc(-c2ccccc2)n1 (stereo unspecified)	·	·	2%	-5
O=C(Nc1ncc(Cl)cn1)c1cccs1	-3	0%	8%	30
COc1cc(OC)c2c(OC)cccc2n1	·	·	-2%	?
CCCN1C(=O)CC(c2ccco2)Sc2ccccc21 (stereo unspecified)	20	1%	-3%	?
O=C(CN1CCN(Cc2ccccc2Cl)C1=O)NCC1CCCO1 (stereo unspecified)	1	-2%	2%	29
COc1cccc(OCCCOc2ccc([N+](=O)[O-])cc2Cl)c1	-8	5%	-7%	-16
CC(C)NC[C@@H](O)c1ccc(O)c(O)c1	·	·	-12%	25
Cc1cc(NC(=O)CCc2ccc(S(=O)(=O)N3CCOCC3)cc2)n(-c2ccccc2)n1	4	·	-5%	-100*
CCOc1ccc(NC(=O)N(C2CCCCC2)C(C)c2cccnc2)cc1 (stereo unspecified)	5	8%	-15%	-23
CCCCNC(=O)Cc1coc2ccc3ccccc3c12	-16	-12%	0%	33
CCOC(=O)N1CCN(C(=O)C(CC)c2ccccc2)CC1 (stereo unspecified)	·	·	0%	15
CCOC(=O)C1=C(C)N(CCO)C(=O)NC1c1cccc(O)c1 (stereo unspecified)	8	-9%	0%	34
O=C(c1cc2cc(Br)cc(Br)c2oc1=O)N1CCCc2ccccc21	4	5%	-4%	20
COc1ccc(C(CNC(=O)c2cc(=O)[nH]c3ccccc23)N2CCCC2)cc1 (stereo unspecified)	6	5%	2%	?
CCn1c(SCC(=O)N2c3ccccc3Sc3ccccc32)nc2c1c(=O)n(C)c(=O)n2C	-5	-4%	6%	28
Cc1ccc(C(=O)N/C(=C/c2ccc(-c3cccc([N+](=O)[O-])c3)o2)C(=O)NC(C)C)cc1	5	-3%	-5%	-10
O=C(Cc1cccs1)Nc1cccc(-c2nc3cc4ccccc4cc3[nH]2)c1	·	·	-6%	-16
O=C(N1CCOCC1)N(CCN1CCOCC1)Cc1cccc(Cl)c1	14	-3%	-2%	16
CCCN1C(=O)/C(=C/c2c(NCCCOCC)nc3c(C)cccn3c2=O)SC1=S	-6	4%	4%	3
Cc1cccc(Nc2ncnc3nc[nH]c23)c1C	-9	·	4%	1
CCOC(=O)C1CCN(C(=O)CS(=O)Cc2nc(-c3ccc(C)cc3)oc2C)CC1 (stereo unspecified)	-2	-11%	1%	12
CCNC(=S)NNC(=O)c1ccoc1C	8	-3%	2%	28
Cc1c(Br)c([N+](=O)[O-])nn1CC(=O)NCc1cccnc1	4	-3%	0%	17
O=C(NCCO)c1cccc(S(=O)(=O)N2CCCCC2)c1	?	0%	0%	?
CC(C)(C)c1nc2ccccc2c(=O)n1N1C(=O)c2ccccc2C1=O	0[0.0738 µM]	·	1%	20
CC1(C(=O)NC2CCCCC2)CCC(=O)N1Cc1cccs1 (stereo unspecified)	-7	-3%	3%	19
CC1(C)Oc2ccc(C(=O)N3CCOCC3)cc2N(CC(=O)N2CCOCC2)C1=O	2[9.22 µM]	-4%	-1%	16
CCOC(=O)c1ccc(NC(=O)c2cccc(S(=O)(=O)N3c4ccccc4CC3C)c2)s1 (stereo unspecified)	·	·	-4%	-17
O=c1cc(-c2ccccc2)c2ccc(O)c(CN3CCCCC3)c2o1	3	-1%	4%	?
O=C(CSc1nnc(-c2cccs2)o1)N1CCCc2ccccc21	3	5%	-8%	7
Cc1c(Cl)cnc(NC(=O)COC(=O)c2nn(C)c(=O)c3ccccc23)c1Cl	8	·	-4%	-7
S=C1Nc2cc(Cl)ccc2Sc2ccccc21	·	·	-4%	5
COCCN(C(=S)Nc1ccccc1C)C(C)c1cccs1 (stereo unspecified)	9	·	1%	0
O=C(CSc1ccc(-c2ccccc2)nn1)N1CCOCC1	5	0%	2%	2

These rows are one share of the data, so the mix of outcomes need not match the whole.
